# iPSC survival up: enhancers of single-cell hiPSC survival, primary screen, ATPlite luminescence; 100% = ROCK inhibitor wells, 0% = DMSO; survival enhancement, % at 20 µM; 360,000 compounds, 0.044% hits; in the data active = survival enhancement above about 18%;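 note: cells exposed to compounds for 16 hours before the ATP read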
# PDI inh: inhibitors of human PDI, primary screen, biochemical, turbidity, single point, plate reader | Protein disulfide-isomerase (Homo sapiens), P07237 | PDI insulin aggregation turbidity, A650, 90 min | inhibition, % at 10 µM | 350,000 compounds, 0.052% hits | AID 588391, 2011;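 active = mean inhibition across replicates of 30% or more, whatever share of single replicates reach that level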;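 note: absorbance from insulin aggregation driven by PDI reduction with DTT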
# Target sequence (P07237 whole entry, looked up): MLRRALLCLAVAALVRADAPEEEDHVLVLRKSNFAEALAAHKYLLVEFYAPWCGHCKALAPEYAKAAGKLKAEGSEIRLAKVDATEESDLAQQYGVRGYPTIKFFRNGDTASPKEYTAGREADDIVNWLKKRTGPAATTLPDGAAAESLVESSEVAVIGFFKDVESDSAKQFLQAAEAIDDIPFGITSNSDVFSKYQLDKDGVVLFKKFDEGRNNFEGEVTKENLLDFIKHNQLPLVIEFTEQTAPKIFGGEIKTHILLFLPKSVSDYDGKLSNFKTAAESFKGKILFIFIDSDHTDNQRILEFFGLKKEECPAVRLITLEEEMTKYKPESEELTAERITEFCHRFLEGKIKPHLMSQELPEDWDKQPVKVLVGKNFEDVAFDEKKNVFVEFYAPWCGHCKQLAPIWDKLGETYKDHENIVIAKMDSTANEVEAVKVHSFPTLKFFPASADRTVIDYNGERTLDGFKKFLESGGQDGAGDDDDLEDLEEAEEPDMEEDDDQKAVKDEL
# Granule exo inh: LAMP-1 surface exposure blockers, TALL-104 cells – cell-based, flow cytometry, MLPCN library, primary screen. inhibition, % at 10 µM. 360,000 compounds, 0.66% hits. TALL-104 LAMP-1 surface exposure; cells stimulated with thapsigargin and PMA. AID 651702, 2012;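 active = inhibition above about 55%, limit read from the data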
# N-glyco inh: increase of ERlucT glycosylation luciferase signal, primary screen, N-linked glycosylation inhibitor project, D54 ERlucT cells, luminescence, set 2 | reporter increase, % at 12.5 µM | D54 ERlucT glycosylation luciferase reporter, 24 h; percent of 100 nM tunicamycin response | 360,000 compounds, 0.23% hits;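 active = mean luciferase reporter signal, scaled so untreated is 0 and the glycosylation-blocking control 100, at or above a set limit in every replicate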;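 note: luciferase carries N-glycosylation sites so blocking glycosylation raises the light; 0% = median of neutral control wells and 100% = median of 100 nM tunicamycin wells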
# aDG glyco act: activators of alpha-DG glycosylation, primary screen, uHTS, Pro5-aDG cells, AlphaScreen | alpha-DG glycosylation AlphaScreen (IIH6); 0% Pro5, 100% B10-LARGE cell signal | activation, % at 10 µM | 360,000 compounds, 0.22% hits | AID 624168, 2012;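 active = activation of at least 8% versus controls, or a plate z-score of at least 8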;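 note: Pro5 are CHO cells carrying HIG-tagged alpha-DG that lacks glycosylation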
# CaV13 ICDI inh: Primary screen for inhibitors of IQ motif and Ca2+-dependent inactivation inhibitor domain binding in CACNA1D, Förster resonance energy transfer in living cells, …. HEK cells, CFP/YFP FRET ICDI-IQ, plate reader, 10 min; percent FRET-ratio fall versus neutral wells. inhibition, % at 12.3 µM. 340,000 compounds, 0.098% hits. AID 743397;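 active = mean replicate inhibition of at least 30% and at least 1% of replicates passing that level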;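 note: 0% = median of the neutral control wells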
# Vif imaging: HIV Vif self-association inhibitors, primary screen, imaging, HEK293T, single point; HEK293T cells, Vif self-association by quenched fluorescence, 24 h; inhibition, % at 7.49 µM; 340,000 compounds, 0.35% hits; AID 602346, 2012; in the data active = inhibition above about 50%, passing the limit was not always enough; note: some results filed as inactive read as strong as hits
# Cardio protect: cardioprotection against H2O2-induced cell death, primary screen, uHTS, H9c2 cells, ATPLite luminescence; 360,000 compounds, 0.63% hits; AID 588492, 2011; H9c2 cardiomyocytes, H2O2 injury protection, 2 h; protection from H2O2 cell death, % at 20 µM;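 active = compounds giving at least 50% protection of heart cells from peroxide-induced death in the single-dose screen, raw or plate-pattern-corrected value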;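 note: 0% = DMSO wells with peroxide and 100% = DMSO wells without peroxide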
# ABCB6 inh MLPCN: ABCB6 transporter inhibitors, primary screen, K562-ABCB6 cells, flow cytometry, MLPCN library. ATP-binding cassette sub-family B member 6 (Homo sapiens), Q9NP58. K562-ABCB6 porphyrin accumulation, 1 h; stronger effect = lower value. fluorescence ratio to DMSO, % at 10 µM. 360,000 compounds, 0.19% hits. AID 602162, 2011;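 active = fluorescence ratio to DMSO below 75%, the collection mean minus 3 SD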;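 note: signal is porphyrin accumulated inside mitochondria; 100% equals median channel fluorescence of DMSO control wells; lower ratio means ABCB6 inhibition with less porphyrin fluorescence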
# m5-HT2A agonist: mouse Htr2a agonists via beta-arrestin recruitment, primary screen, cell-based, luminescence; 360,000 compounds, 0.66% hits; activation, % at 7.6 µM; 5-hydroxytryptamine receptor 2A (Mus musculus), P35363; CHO-K1 mHTR2A beta-arrestin complementation; percent of 30 µM serotonin response;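 active = activation above a run cutoff, the mean activation of all tested compounds plus 3 SD, cut at about 14% in these data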;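 note: 0% = plate median of compound wells and 100% = 30 µM serotonin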
# Target sequence (P35363 whole entry, looked up): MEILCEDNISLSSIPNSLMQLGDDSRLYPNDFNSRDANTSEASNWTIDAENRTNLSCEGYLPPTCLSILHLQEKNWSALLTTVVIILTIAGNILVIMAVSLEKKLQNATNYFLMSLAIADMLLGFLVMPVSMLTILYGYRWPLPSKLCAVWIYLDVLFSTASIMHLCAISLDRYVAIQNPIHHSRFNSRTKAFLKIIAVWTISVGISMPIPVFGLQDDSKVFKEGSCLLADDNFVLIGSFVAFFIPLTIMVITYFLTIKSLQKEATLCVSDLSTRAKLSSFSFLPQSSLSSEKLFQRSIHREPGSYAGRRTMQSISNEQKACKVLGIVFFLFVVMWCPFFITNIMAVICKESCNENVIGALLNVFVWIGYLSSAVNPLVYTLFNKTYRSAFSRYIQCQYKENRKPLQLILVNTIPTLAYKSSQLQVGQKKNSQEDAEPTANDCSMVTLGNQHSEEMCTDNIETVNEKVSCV
# Active calls of the source: *; / = not tested or not shown.
SMILES,iPSC survival up,PDI inh,Granule exo inh,N-glyco inh,aDG glyco act,CaV13 ICDI inh,Vif imaging,Cardio protect,ABCB6 inh MLPCN,m5-HT2A agonist
Cc1nc2ccccc2n1C1CC(=O)N(Cc2ccccc2)C1=O (centres undefined),-4.0,7,3,-1,-0.1,/,-4,-10,101,5
Cc1cc(C)cc(NS(=O)(=O)c2ccc3[nH]c(=O)[nH]c3c2)c1,-0.3,3,-4,-2,-0.1,-6,10,-7,96,-3
O=C(OCc1cccc([N+](=O)[O-])c1)c1cccnc1Cl,-0.4,15,-9,0,-0.2,-4,10,-3,98,0
O=C1NC(c2ccccc2)C(C(=O)c2cccs2)C(O)(C(F)(F)F)N1 (centres undefined),-2.1,-2,-2,2,-0.1,-7,10,2,117,1
c1ccc(N2CCN(CCc3nnc4n3CCCCC4)CC2)cc1,-1.5,-5,-1,-1,-0.1,-9,5,1,101,2
O=C(NCCC1CCCCN1S(=O)(=O)c1ccc(F)cc1)C(=O)NCC1CCCO1 (centres undefined),0.1,1,-7,-4,-0.2,-14,0,5,99,-1
Cn1cc(CCC(=O)NCc2cccc(Cl)c2)c2ccccc21,0.3,-1,-4,-1,0.2,-4,2,-6,95,-4
O=C(CSc1ccc2nnc(-c3cccnc3)n2n1)c1ccccc1,0.1,7,5,1,-0.4,-2,-5,3,95,6
COc1ccc(/C(O)=C2/C(=O)C(=O)N(c3ccccn3)C2c2ccc(F)cc2)cc1 (centres undefined),-0.1,-1,2,-3,-0.1,-4,-17,4,95,2
CCCC(=O)N1CCN(c2ccc(NC(=O)c3ccc(N4CCCC4)c([N+](=O)[O-])c3)cc2Cl)CC1,0.0,1,4,-1,0.3,5,-12,-6,90,2
Cc1cc(=O)[nH]c(/N=C(\N)Nc2ccc(Oc3ccccc3)cc2)n1,0.3,5,-3,0,0.4,-7,-4,-6,97,2
COc1ccc(/C=C/C(=O)NC(=S)N2CCN(C)CC2)cc1,-2.1,1,-1,0,0.0,-6,-1,2,113,-4
COc1ccc(S(=O)(=O)Nc2ccc3c(c2)C(=O)N([C@H](C)CO)C[C@H](C)[C@@H](CN(C)S(=O)(=O)c2cccs2)O3)cc1,2.1,3,5,1,-0.3,-9,13,5,90,4
COc1ccc(N2CCN(C(=O)c3nn(C)c4c3CS(=O)(=O)c3ccccc3-4)CC2)cc1,-0.4,2,1,4,0.0,-2,1,-6,97,-3
COc1cccc(Oc2coc3c(CN4CCOCC4)c(O)ccc3c2=O)c1,1.6,7,0,0,0.0,/,/,-2,112,4
O=C(c1[nH]c(C(F)(F)F)nc1-c1ccccc1)N1CCc2c([nH]c3ccccc23)C1,0.7,/,5,5,-0.2,-9,-3,3,113,-2
Cc1cnc(C(=O)Nc2cc(F)ccc2C)cn1,-1.2,-2,-3,0,-0.1,-6,-2,2,98,2
C=CCn1c(COc2ccc(Cl)cc2)nnc1SCC(=O)NCC(=O)OCC,0.6,5,-5,-1,0.1,1,3,3,98,-2
Cc1ccccc1OCCn1cc(/C=C(\C#N)C(=O)NCc2ccco2)c2ccccc21,-1.8,9,2,-3,-0.3,-3,15,-6,97,-3
O=C1NCCOC(=O)[C@H](Cc2ccc(F)cc2)C/C=C\C[C@@H]1CC(=O)N(CCO)Cc1ccccc1,-0.9,1,-4,-2,0.1,-5,-10,-15,100,-4
O=C1CC(c2ccco2)CC2=C1C(c1ccccc1)n1nc(C(F)(F)F)nc1N2 (centres undefined),0.5,-7,-2,-2,0.1,-1,-7,1,96,-5
CC(Sc1nnc(-c2ccncc2)n1C)C(=O)NCC1CCCO1 (centres undefined),-0.6,-1,10,2,-0.1,-6,2,3,98,-4
CCCCCCCN1C2=NCCCN2c2ccccc21,-1.3,-5,0,-3,6.8,-7,-14,-19,100,-3
COCc1ccc(CN2CCc3c([nH]c4ccccc34)C2C(C)(C)C)o1 (centres undefined),0.1,0,0,-2,0.5,8,4,4,98,0
CCOc1ncccc1C(=O)OCc1ccc([N+](=O)[O-])cc1,-0.7,0,1,-3,0.4,/,24,-3,97,1
O=C(CCc1ccccc1)Nc1cccnc1Cl,1.3,-8,12,0,-0.1,-19,2,3,98,0
CCOC(=O)CSc1nc(C(C)(C)C)cc(C(F)(F)F)c1C#N,2.8,12,0,1,0.1,-4,5,-17,97,2
CCOC(=O)/C(C#N)=C/Nc1ccccc1NS(=O)(=O)c1cccc(C(C)=O)c1,-0.9,1,-5,0,0.0,-7,33,6,100,2
CN(C)c1ccc(CNCCC(Cc2ccccc2)c2ccco2)cc1 (centres undefined),-0.5,-6,45,1,0.8,-2,-3,-16,102,-8
COCC(=O)N1CCCC(C(=O)c2ccc(C(F)(F)F)cc2)C1 (centres undefined),-0.5,-5,-6,2,0.2,-20,-3,10,98,1
O=[N+]([O-])c1cccc(CSc2ncnc3ccccc23)c1,-0.4,-5,-7,-6,-0.2,4,0,18,100,-6
O=C(COC(=O)c1cc(Cl)nc2ccccc12)c1ccc(Cl)cc1,-0.8,-10,-3,1,0.1,-2,-4,-3,101,3
COc1ccc(C(=O)NCC(C)(C)N2CCOCC2)cc1S(=O)(=O)NCc1ccc(Cl)cc1,7.3,5,1,-2,0.9,-3,-2,0,96,-2
O=C(Nc1ccccc1)c1ccc(-n2cnnn2)cc1,-0.1,3,-6,-1,-0.1,-7,-2,8,100,8
Cc1ccc2c(c1)CCO[C@@]21O[C@H](CCO)C[C@H](O)[C@H]1O,-0.7,-1,-2,1,-0.1,-6,/,0,101,-3
CCOc1ccc(NC(=O)CCNc2c(N3CCCC3)c(=O)c2=O)cc1,-2.1,14,-1,3,-0.2,-2,8,8,102,9
COC(=O)c1ccc(OC)c(CSc2nnc(COc3cccc(C)c3)o2)c1,-1.1,3,-1,-2,0.5,-3,-10,-10,90,-4
O=C(COc1ccccc1)Nc1ccc(-c2ccc(N3CCOCC3)nn2)cc1,-0.5,0,-4,-1,0.0,/,-1,5,100,3
Cn1c(=O)c2c(nc(SCCNS(=O)(=O)c3ccccc3)n2C)n(C)c1=O,-3.0,22,-5,1,1.0,-3,15,8,92,-4
Cc1cc(=O)n2c(n1)NC(Nc1cccc(C)c1C)=NC2c1ccccc1 (centres undefined),-0.4,-3,5,-1,0.1,-20,-1,4,97,3
CCC(=O)Nc1ccc(Oc2ccc(NC(=O)CC)c(NC(=O)CC)c2)cc1,0.6,11,-1,0,0.5,1,-2,9,93,-1
CC1(C(=O)NCc2cccc3ccccc23)CCN1C(=O)C1(c2ccccc2)CCCC1 (centres undefined),-1.7,7,7,-8,0.0,-5,-10,-13,92,4
COc1cc(Br)cc(CN2CCN(C=O)CC2)c1O,-0.5,-9,-1,-2,-0.2,-8,/,5,104,-4
O=C(NC1CCSc2ccccc21)c1ccccc1F (centres undefined),0.1,8,1,-2,0.0,0,17,-3,102,5
COc1ccc(C(=O)O)nc1C,1.5,-5,3,2,0.0,-4,-2,7,97,8
CN(c1ccccc1)C1CCCCC1NS(=O)(=O)c1ccc(Cl)cc1 (centres undefined),0.3,-2,3,-7,-0.2,-2,2,-21,104,3
O=C1C(=Cc2cn(-c3ccccc3)nc2-c2ccc(OCc3ccccc3)cc2)SC(=S)N1CCS(=O)(=O)O,2.2,16,1,-1,1.7,-9,-16,14,98,-3
CC(=O)c1sc(NC(=O)c2cc(S(=O)(=O)N3CCOCC3)ccc2F)nc1C,1.5,7,-2,-1,0.1,-6,-3,0,97,15*
Cc1cnc(NC(=O)C2CCCO2)s1 (centres undefined),5.2,4,-2,0,-0.1,-7,4,3,99,0
CCOC(=O)N1CCN(C(=O)c2cn(CC)c3ccc(S(=O)(=O)N4CC(C)CC(C)C4)cc3c2=O)CC1 (centres undefined),0.5,5,-5,1,0.2,-2,2,-2,97,-3
Cc1ccc(-n2c(C)cc(=O)cc2C)c(C)c1,4.0,4,1,0,0.0,-4,-1,2,103,-2
COc1cc(NC(=S)N2CCN(CCO)CC2)cc(OC)c1,0.0,-7,-1,-2,0.1,19,2,11,95,5
O=C(NCC(=O)N(CCN1CCOCC1)C(C(=O)NC1CCCC1)c1ccccc1)c1cccs1 (centres undefined),1.8,4,1,0,0.1,-7,-2,-7,90,1
CCOc1ccc(NC(=O)CCN2CCN(S(=O)(=O)c3ccc(Cl)cc3)CC2)cc1,-0.9,-4,-2,1,0.7,-8,/,-3,95,-8
CCOc1ccc(C2c3[nH]c4ccccc4c3C[C@H]3C(=O)N(C4CC4)CC(=O)N23)cc1OC (some centres undefined),0.3,5,-14,2,0.1,-5,-16,7,95,7
Cc1ccc(S(=O)(=O)Nc2ccc(OCC(=O)N3CCOCC3)cc2)c(C)c1NS(C)(=O)=O,-0.3,4,8,0,-0.1,-3,27,-4,94,7
O=C(Oc1ccc[nH]c1=O)c1cccc(Cl)c1,-0.2,-1,8,1,-0.1,-4,/,5,102,-4
CCOC(=O)c1ccc(NC(=O)C2(c3ccccc3)CCOCC2)cc1,-1.5,-5,10,-1,0.1,/,1,-2,99,-4
CCOc1ccc(NC(=O)Nc2ccc(Cc3ccncc3)cc2)cc1,1.7,1,-2,-4,-0.2,-7,-5,-3,97,-6
O=S(=O)(c1ccc(F)c(F)c1F)N1CCN(C(=S)Nc2ccccc2)CC1,0.5,6,-1,-2,0.2,-6,5,1,80,0

# Individual results from the results shown.
# O=C(COC(=O)c1cc(Cl)nc2ccccc12)c1ccc(Cl)cc1 | CaV13 ICDI inh = -2
# CCOC(=O)N1CCN(C(=O)c2cn(CC)c3ccc(S(=O)(=O)N4CC(C)CC(C)C4)cc3c2=O)CC1 (centres undefined) | PDI inh = 5

# Further entries:
SMILES,iPSC survival up,PDI inh,Granule exo inh,N-glyco inh,aDG glyco act,CaV13 ICDI inh,Vif imaging,Cardio protect,ABCB6 inh MLPCN,m5-HT2A agonist
O=C1c2cccc([N+](=O)[O-])c2C(=O)N1C1CCCCC1,-0.6,2,-2,1,-0.2,-4,-3,4,94,1
COc1cc(OC)cc(C(=O)NNC(=O)NC2CCCCC2)c1,4.5,3,4,0,0.2,/,-2,-3,/,3
CCOCC(=O)Nc1cccc(Br)c1,0.2,-5,0,1,0.0,-3,26,0,95,3
Cc1cccc(C)c1NC(=O)C1c2ccccc2OCC(=O)N1CCCN1CCOCC1 (centres undefined),-0.8,/,0,/,0.0,-4,/,/,98,9

# Bioassay records (PubChem BioAssay)
